# Compound activity from PubChem.
# TEAD-YAP block – TEAD-YAP interaction inhibition; AID 1259422; inhibition, % at 9.12 µM; 640,000 compounds, 1.4% hits; HEK-TIYL cells, TEAD-Gal4/YAP UAS-luciferase luminescence; in the data active means inhibition above about 32%;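 further: 0% = median of test compound wells and 100% = reference inhibitor wells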
# GPR151 ag – activates the human receptor GPR151; Q8TDV0; PathHunter beta-arrestin GPR151 cells, luminescence; activation, % at 11.2 µM; 650,000 compounds, 1% hits; in the data active means activation above about 4.9%;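 further: 0% = median of compound wells and 100% = cells with positive control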
# Target sequence (Q8TDV0 whole entry, looked up): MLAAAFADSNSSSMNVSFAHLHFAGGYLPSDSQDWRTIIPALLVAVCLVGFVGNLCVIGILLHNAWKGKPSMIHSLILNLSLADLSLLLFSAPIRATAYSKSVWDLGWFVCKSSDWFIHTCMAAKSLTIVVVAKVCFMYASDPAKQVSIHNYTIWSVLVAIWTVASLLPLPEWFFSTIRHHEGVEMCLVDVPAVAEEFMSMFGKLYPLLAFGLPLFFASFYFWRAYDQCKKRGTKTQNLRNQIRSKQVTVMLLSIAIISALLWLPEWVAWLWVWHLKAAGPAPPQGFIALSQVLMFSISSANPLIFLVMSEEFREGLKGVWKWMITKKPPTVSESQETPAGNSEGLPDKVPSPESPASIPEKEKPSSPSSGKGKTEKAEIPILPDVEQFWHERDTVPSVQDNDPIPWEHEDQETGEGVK
# MITF primary – inhibitors of human MITF; O75030; AlphaScreen MITF homodimerization, bead proximity signal; inhibition, % at 2.6 µM; 650,000 compounds, 0.91% hits; AID 1259374; in the data active means inhibition above about 50%;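 further: 0% = vehicle wells with protein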
# Target sequence (O75030 whole entry, looked up): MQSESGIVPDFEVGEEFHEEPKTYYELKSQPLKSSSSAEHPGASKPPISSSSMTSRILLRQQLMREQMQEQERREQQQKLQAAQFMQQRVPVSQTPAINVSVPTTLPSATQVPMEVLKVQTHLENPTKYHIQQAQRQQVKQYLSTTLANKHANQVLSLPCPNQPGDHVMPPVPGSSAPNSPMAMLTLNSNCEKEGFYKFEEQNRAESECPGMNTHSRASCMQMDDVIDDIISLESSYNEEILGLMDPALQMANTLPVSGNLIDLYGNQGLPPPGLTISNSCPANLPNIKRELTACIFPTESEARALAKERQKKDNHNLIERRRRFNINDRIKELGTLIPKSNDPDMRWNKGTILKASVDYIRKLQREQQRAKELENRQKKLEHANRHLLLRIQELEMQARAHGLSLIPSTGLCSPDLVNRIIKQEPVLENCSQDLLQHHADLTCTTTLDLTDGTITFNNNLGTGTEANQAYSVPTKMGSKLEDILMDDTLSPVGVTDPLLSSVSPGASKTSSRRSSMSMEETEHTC
# FBW7 activator – activators of human E3 ligase FBW7; Q969H0; AlphaScreen FBW7–phospho-cyclin E peptide binding, activator screen; normalized activity (activation), % at 26.1 µM; 650,000 compounds, 0.13% hits; AID 1259310; in the data active means normalized activity above about 1.9%;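 further: purified mutant Fbw7 with reduced substrate affinity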
# The depositor's hits bear a star; · = not tested or not shown; & = joins results of further samples.
# Value order: TEAD-YAP block, GPR151 ag, MITF primary, FBW7 activator
- COc1ccc(OCCn2c(=O)n(C)c3ccccc32)cc1
 : -43, -1.0, -5, 0.3
- COc1ccccc1N(Cc1nnc2n1CCCCC2)C(=O)Nc1ccccc1
 : 5, -1.1, 10, 0.4
- CC1(C)OC2C(COC(=O)c3ccccc3)OC(n3cnc4c(=O)[nH]cnc43)C2O1 (centres undefined)
 : 1, 2.8, 22, 1.2
- COc1cc(/C=C(\C#N)c2nn(-c3ccccc3)c(N)c2C#N)ccc1OCc1ccc(Cl)cc1Cl
 : -3, 0.2, 2, 0.1
- Cc1nc(SCC(=O)Nc2ncc(Br)cc2Br)n[nH]1
 : -16, 0.7, 17, 0.6
- CC(=O)N1CCc2ccc(S(=O)(=O)N3CCOCC3)cc21
 : -7, -0.1, 3, 0.1
- Cc1ccc(C2(C(=O)NCCc3nc(-c4ccncc4)n[nH]3)CCCCC2)cc1
 : 10, 1.0, -1, 0.1
- C=CCN(C)C(=O)c1c(C(F)(F)F)nc2ccc(C)cn12
 : 6, -1.2, -5, 0.0
- CC(C)Sc1ccc(-c2ccc(O)cc2)cn1
 : -32, 1.0, 1, 0.6
- O=C1CCC(=O)N1CN1CCN(CN2C(=O)CCC2=O)CC1
 : -5, 1.2, 0, 0.0
- CCOc1ccc(N2C(=O)CC(NC3CCN(C(=O)c4ccc(F)cc4)CC3)C2=O)cc1 (centres undefined)
 : -6, 3.3, 14, 0.0
- CCc1ccccc1-n1c(SCC(=O)Nc2nccs2)nnc1-c1cccnc1
 : 57*, 0.4, 6, -0.1
- O=C(CCc1ccc2c(c1)CCO2)N1CCc2ccccc2C1
 : -6, -1.1, 1, -0.1
- CCOc1cc(C2C(C(=O)OCC3CCCO3)=C(C)NC3=C2C(=O)CCC3)cc([N+](=O)[O-])c1O (centres undefined)
 : 7, 0.9, 1, -0.3
- COc1ccccc1NC(=S)N1CCN(Cc2ccc3c(c2)OCO3)CC1
 : 3&7, 0.4&-1.2, 4&10, -0.1&0.1
- CC(=O)c1ccc(N2CCN(Cc3ccc([N+](=O)[O-])cc3)CC2)cc1
 : -8, 0.2, -1, 0.0
- OCCNCc1cc(Br)ccc1OCc1ccc(Cl)cc1
 : 14, -0.4, -5, 0.1
- COc1ccc(C2CC(C(F)(F)F)n3nc(C(=O)Nc4ccc(C(C)O)cc4)cc3N2)cc1 (centres undefined)
 : -1, 0.3, 2, 0.0
- C=CCn1c(CN(C)Cc2cn(C)nc2C)nnc1SCC1CCCO1 (centres undefined)
 : -1, -1.0, 4, 0.0
- COc1ccc(C)cc1Nc1nc(C(=O)N2CCN(c3ccccn3)CC2)cs1
 : 9, -0.4, 17, 0.2
- CCCCOC(=O)C(=O)Nc1ccc(Cl)cc1
 : 0, -2.2, 3, 0.4
- Cc1ccc(CNC(=O)C2CCC(Cn3c(=O)[nH]c4ccsc4c3=O)CC2)cc1 (centres undefined)
 : -2, -0.1, 14, 0.2
- COc1ccc(C(=O)CN2CCN(C(=O)c3ccco3)CC2)cc1
 : -9, -0.6, 8, -0.1
- O=C(CNC(=O)C1COc2ccccc2O1)Nc1ccc(F)c(F)c1 (centres undefined)
 : -1, -1.6, 6, 0.0
- CCCC/S(CC(F)(F)C(F)F)=N\S(=O)(=O)c1ccccc1 (centres undefined)
 : -1, 1.1, 19, 0.8
- COc1ccc(C2(O)CCN(CC(=O)NC3CCCCC3C)CC2)cc1 (centres undefined)
 : -7, 1.5, 9, 0.2
- C[C@H](NC(=O)c1ccc(Cl)c([N+](=O)[O-])c1)C(=O)O
 : -1, 0.8, 12, 0.1
- CC(CNS(=O)(=O)c1ccc(CCN2C(=O)c3cccnc3C2=O)cc1)c1ccccc1 (centres undefined)
 : -9, 1.6, -2, -0.2
- COC(=O)C1CNc2cc(Cl)ccc2O1 (centres undefined)
 : -3, -1.2, 4, 0.1
- NC[C@H]1O[C@H](O[C@H]2C(O[C@@H]3O[C@H](CO)[C@@H](O)[C@H]3O)[C@@H](O)[C@H](N)C[C@@H]2N)[C@H](N)[C@@H](O)[C@@H]1O (some centres undefined)
 : -8&-2, -1.1&-1.4&2.7, 7&-1&-15, -0.1&0.0&0.0
- O=C(CNC(=O)c1ccc(Oc2ccccc2)cc1)NNC(=O)COc1ccc(F)cc1
 : 7, 1.2, 18, 0.1
- Oc1ccc2ccccc2c1/C=N\Nc1ccc(Cl)nn1
 : 3, 0.0, -7, 0.0
- O=C(NNC(=O)c1ccccc1Cl)c1ccc([N+](=O)[O-])cc1
 : -9, 0.4, 2, 0.1
- COc1cccc(C2C3=C(Nc4c2c(=O)[nH]c(=O)n4C)c2ccccc2C3=O)c1 (centres undefined)
 : -2, 1.2, -7, 0.1
- O=C(Cc1ccc(F)cc1)Nc1cccc([N+](=O)[O-])c1
 : -6, -0.3, 1, 0.0
- CCCCN(C)c1ccc(C(=O)OC)cc1NC(=S)Nc1cccc(SC)c1
 : -15, -0.6, 12, -0.3
- O=C(Nc1ccc(Cl)cc1)N(Cc1nnc2n1CCCCC2)c1ccc2c(c1)OCO2
 : 1, -0.9, -2, -0.1
- CCOC(=O)c1c(NC(=O)COc2cccc(C(F)(F)F)c2)sc2c1CCCCC2
 : 7, -1.9, 0, -0.2
- O=C(Cc1ccc(Cl)c(Cl)c1)Nc1nnc(-c2ccccc2)o1
 : -2, -1.4, -2, 0.0
- Cc1ccc(NN=C(C#N)C#N)c([N+](=O)[O-])c1
 : 10, 1.6, 4, 0.4
- Cc1ccc(NC(=O)Nc2nnc(N3CCCC(C)C3)s2)c(Cl)c1 (centres undefined)
 : -4, 0.8, -4, -0.1
- COc1ccc(CNC(=O)c2ccc(Sc3ccc(F)cc3)c([N+](=O)[O-])c2)cc1
 : -5, 1.2, -5, 0.0
- O=C(CN1CCN(Cc2ccc(Cl)cc2)C1=O)NCCC1=CCCCC1
 : -7, 1.5, 5, 0.3
- CC12C=CC(=O)C=C1CC[C@@H]1[C@@H]2[C@@H](O)CC2(C)[C@H]1CC[C@]2(O)C(=O)CO (some centres undefined)
 : ·, -0.8, 15, 0.0
- O=C(Nc1cc(Cl)cc(Cl)c1)c1cnc2n(c1=O)CCS2
 : 3, 1.2, -4, 0.2
- Cc1cc(C)n2nc(C(=O)N/N=C/c3c(O)ccc4ccccc34)nc2n1
 : -2, 0.8, 13, 0.1
- N#CC1=C(N)Oc2ccccc2C12C(=O)Nc1n[nH]c(-c3ccccc3)c12 (centres undefined)
 : -2, -2.2, 5, 1.0
- O=C(CNC(=O)c1ccccn1)N/N=C/c1ccccc1O
 : 3, 2.9, 30, -0.1
- Cc1ccc(-c2nc3scc(-c4ccc(C)cc4)c3c(=O)o2)cc1
 : 5, 1.0, 1, 0.0
- COC(=O)c1ccc(N2C(=O)CC(NCc3cccs3)C2=O)cc1 (centres undefined)
 : -8, 1.2, 1, 0.0
- O=C1CC(C(=O)Nc2ccc(F)c(Cl)c2)N=C(N2CCOCC2)N1 (centres undefined)
 : 1, -1.1, 1, -0.1
- O=C(Cn1nnc2c(cnn2-c2ccc(F)cc2)c1=O)c1ccc(F)cc1
 : -5, 0.0, -4, -0.3
- N[C@H](Cc1ccc2ccccc2c1)c1nc2ccc(-c3ccncc3)cc2[nH]1
 : -1, 0.9, -6, -1.0
- COC(=O)COc1ccc2c(=O)c(Oc3ccccc3Br)coc2c1
 : 1, -0.8, -14, -0.1
- Cc1ccc(NC(=O)c2cc(-n3cnnc3)ccc2Cl)c(O)c1
 : -7, -0.9, 0, -0.4
- CC(O)CN(Cc1cccc(Cl)c1)CC(C)O (centres undefined)
 : 3, 1.7, 30, 0.0
- COc1cccc(C(=O)Nc2ccc(-c3nc4cc(C(C)C)ccc4o3)cc2)c1
 : 19, -0.4, 3, 0.0
- COc1cc(C2C(=O)N(C3CCCCC3)CC(=O)N2Cc2ccccc2Cl)ccc1OC(C)C (centres undefined)
 : -4, -1.0, 19, 0.2
- O=C(CSc1ncccn1)Nc1ncc(Cc2ccccc2)s1
 : -7, -0.6, 1, -0.1
- CCOc1ccc2ccccc2c1/C=N\NC(=O)CC1(C)OCCO1
 : 1, -0.4, 7, 0.3

# Other entries follow.
# Value order: TEAD-YAP block, GPR151 ag, MITF primary, FBW7 activator
- COc1ccc(C2C(C(=O)N3CCCC3)c3cc(OC)c(OC)cc3C(=O)N2C)cc1OC (centres undefined)
 : -2, 0.0, 16, 0.1
- N#CCCN(CCC#N)c1nc2ccc([N+](=O)[O-])cc2s1
 : 6, -0.5, -3, 0.1
- O=C(COc1ccccc1F)Nc1nnc(C2CCCCC2)o1
 : 0, 1.0, 21, -0.1
- CCN(CC)C(=O)Cc1ccc(OC)cc1
 : -2, 0.3, 3, -0.1
- Cc1cccc2cc(/C=C3\N=C(c4ccccc4)OC3=O)c(N3CCCCC3)nc12
 : 9, -0.5, 0, -0.2
- COc1cc(OC)cc([C@@H]2C[C@H](O)C(=O)N2C)c1
 : -6, 0.0, -1, 0.0
- COC(=O)c1ccc(Cn2cnc3c(nnn3-c3cc(C)cc(C)c3)c2=O)o1
 : -3, 5.0*, -14, 0.2
- Cc1ccc(-n2ncc3c(=O)n(CC(=O)Nc4ccccc4)cnc32)cc1C
 : -10, 0.4, -4, -0.1
- Cc1cc(N2CCOCC2)c2c(N)cc(C)c(C)c2n1
 : 6, 0.4, 2, -0.2
- CC(C)(C)C1CCc2c(sc3nc(CCC(=O)N4CCN(c5ccc(F)cc5)CC4)[nH]c(=O)c23)C1 (centres undefined)
 : 52*, -1.4, -4, 0.6
- O=C(COc1ccc(Cl)cc1)Nc1c2c(nn1-c1cccc(Cl)c1)CSC2
 : 11, -0.1, 9, 0.1
- Cc1cncc2cccc(N3CCN(C(=O)C(N)c4ccc(F)cc4)CC3)c12 (centres undefined)
 : 2, 1.2, 6, 0.1
- C=CCNC(=O)CSc1nc2c(C)cc(C)cc2cc1C#N
 : 6, 0.3, 13, 0.1
- Cc1cc(O)c2c(c1O)C(=O)c1c(O)cc(C)c(O)c1C2=O
 : 5, 2.2, 16, 0.1
- Cc1ccc(-n2[nH]c(C)c(C=Nc3ccc(C)c(N=Cc4c(C)[nH]n(-c5ccc(C)c(C)c5)c4=O)c3)c2=O)cc1C
 : 9, -0.9, 8, -0.2
- CCCc1nnc(SCC(=O)O)n1CCOC
 : 9, 2.7, 1, 0.0
- Cc1cc(C)c2sc(NC(=O)c3cc4ccccc4o3)nc2n1
 : -46, -2.4, 8, 0.2
- Oc1ccc2[nH]cc(CCNC(c3ccccc3)(c3ccccc3)c3ccccc3)c2c1
 : -4, -0.3, 3, -0.2
- Cc1ccc(OCc2n[nH]c(=S)n2N)c(C)c1
 : 4, 3.4, 8, 0.0
- CCOc1ccccc1-n1cnc2cc(C(=O)O)ccc21
 : -3, -0.8, 4, 0.0
- CC(=O)N1CCc2c(sc(NC(=O)c3ccc([N+](=O)[O-])o3)c2C(N)=O)C1
 : 17, 2.2, -4, -0.1
- CC(C)CCNC(=O)Cc1ccc(Br)cc1
 : -22, -1.4, 5, 0.4
- CCNC(=O)N1CCN(c2nccnc2NS(=O)(=O)c2ccc3c(c2)OCCO3)CC1
 : 7, -0.9, 17, -0.5
- CCCN(CCC)C(=O)c1cc(S(=O)(=O)N2CCCCC2)c[nH]1
 : -6, 2.2, -1, -0.2
- CCN(CC)c1nc2ccccc2[nH]c1=O
 : -4, -0.3, 2, -0.2
- CCOC(=O)C1=C(C)N=c2s/c(=C\c3ccc(N(CC)CC)cc3OC)c(=O)n2C1c1ccc(OC)c(OC)c1 (centres undefined)
 : -3, 0.3, -1, 0.0
- CCOC(=O)Cc1nnc(NC(=O)CSc2nc(C)cc(C)n2)s1
 : 0, -1.0, -1, -0.2
- O=C(O)CN1C(=O)S/C(=C\c2ccc(Br)cc2)C1=O
 : 1, 0.5, -11, 0.0
- CC(=O)N1CCC2(CC1)OCc1cc(-c3cc(C)cs3)ccc1O2
 : -16, -0.8, 2, -0.2
- Cc1noc(C)c1COC(=O)C1(c2cccc(F)c2)CCCC1
 : 3, 0.4, -3, 0.0
- CCN1C(=O)/C(=C/c2cccs2)S/C1=N/S(=O)(=O)c1ccc(C)cc1
 : 6, -0.9, 5, 0.1
- O=c1c2cn[nH]c2nc(SCc2ccccn2)n1-c1ccc(Cl)cc1
 : 2, -0.6, -10, -0.1
- O=C(CN1C(=O)CCC1=O)Nc1nnc(-c2ccncc2)o1
 : 0, 0.8, 3, -0.2
- COc1cccc(OC)c1CN1CCC2(CC1)CC2C(=O)N(C)Cc1cscn1 (centres undefined)
 : -5, 0.3, 4, 0.3
- CC(C)(C)C(=O)COc1cccc(NC(=O)c2ccc([N+](=O)[O-])cc2)c1
 : 5, -0.3, 8, -0.1
- CCc1c(C(=O)N/N=C/c2cccc(O)c2)nnn1-c1nonc1N
 : -17, -1.3, -14, -0.1
- Cc1c(Cl)cccc1NC(=O)CCN1C(=O)C2C3C=CC(CC3)C2C1=O (centres undefined)
 : 1, 0.2, 12, 0.0
